F-actin modifier: cytoskeleton assembly modification; HUVEC TNFa F-actin phalloidin imaging, high content; inhibition, % at 2 µM; hit rate 0.18% among 91,000; AID 836;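 active means inhibition above the batch mean plus 3 SD and confirmed as a hit by visual image inspection, cut at about 30% in these data, passing the limit was not always enough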; further: strong numbers were not always called active
VCAM1 TNFa inh: reduces TNF alpha induced VCAM1 expression in HUVEC; HUVEC TNFa-induced VCAM-1 immunofluorescence, high-content imaging; inhibition, % at 2 µM; hit rate 0.48% among 95,000; AID 802;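 active means inhibition above the batch mean plus 3 SD, with images confirmed as a hit by eye, cut at about 37% in these data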;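 further: 0% = TNF-stimulated DMSO wells and 100% = unstimulated control wells; not every result past the cut was called active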
Smad3 inh: blocks human Smad3 binding to FoxH1 peptide; P84022; TR-FRET Smad3/Dy647-FoxH1 peptide binding, europium anti-His; inhibition, % at 25 µM; hit rate 0.29% among 88,000; AID 630;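 active means compounds that reduce the energy-transfer binding signal between the protein and its labelled peptide by more than half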;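 further: 0% = Smad3 plus labelled peptide maximal FRET and 100% = peptide-only background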
Target sequence (P84022 whole entry, looked up): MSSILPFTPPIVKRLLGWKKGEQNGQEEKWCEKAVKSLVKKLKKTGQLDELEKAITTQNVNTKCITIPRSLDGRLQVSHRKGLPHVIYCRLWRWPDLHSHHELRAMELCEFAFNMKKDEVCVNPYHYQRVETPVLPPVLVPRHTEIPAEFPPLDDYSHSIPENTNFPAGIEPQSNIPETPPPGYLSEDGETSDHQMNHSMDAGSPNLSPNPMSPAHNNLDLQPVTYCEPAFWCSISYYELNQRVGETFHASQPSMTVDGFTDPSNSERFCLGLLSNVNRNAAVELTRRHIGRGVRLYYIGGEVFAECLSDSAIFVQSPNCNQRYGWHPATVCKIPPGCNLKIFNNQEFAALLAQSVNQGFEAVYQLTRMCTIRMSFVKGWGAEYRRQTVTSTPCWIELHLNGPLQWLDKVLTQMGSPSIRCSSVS
ERb coact inh: blocks coactivator binding to human estrogen receptor beta; Q92731; TR-FRET ER-beta LBD / SRC1-Cy5 peptide binding; receptor agonist-loaded with 1 µM estradiol; inhibition, % at 25.6 µM; hit rate 1.3% among 86,000;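 active means compounds whose percent inhibition of the receptor-coactivator binding signal exceeds about 50% in the single-dose screen, limit read from the data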;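 further: 0% = receptor plus peptide wells without compound and 100% = peptide-only wells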
sEH activator: increases human soluble epoxide hydrolase activity. activation, % at 2 µM. purified human sEH enzymatic activity, activator screen. P34913. hit rate 0.04% among 91,000; in the data active means activation above about 37%; further: values of inactives mirror those of a sister screen read the other way
Target sequence (P34913 whole entry, looked up): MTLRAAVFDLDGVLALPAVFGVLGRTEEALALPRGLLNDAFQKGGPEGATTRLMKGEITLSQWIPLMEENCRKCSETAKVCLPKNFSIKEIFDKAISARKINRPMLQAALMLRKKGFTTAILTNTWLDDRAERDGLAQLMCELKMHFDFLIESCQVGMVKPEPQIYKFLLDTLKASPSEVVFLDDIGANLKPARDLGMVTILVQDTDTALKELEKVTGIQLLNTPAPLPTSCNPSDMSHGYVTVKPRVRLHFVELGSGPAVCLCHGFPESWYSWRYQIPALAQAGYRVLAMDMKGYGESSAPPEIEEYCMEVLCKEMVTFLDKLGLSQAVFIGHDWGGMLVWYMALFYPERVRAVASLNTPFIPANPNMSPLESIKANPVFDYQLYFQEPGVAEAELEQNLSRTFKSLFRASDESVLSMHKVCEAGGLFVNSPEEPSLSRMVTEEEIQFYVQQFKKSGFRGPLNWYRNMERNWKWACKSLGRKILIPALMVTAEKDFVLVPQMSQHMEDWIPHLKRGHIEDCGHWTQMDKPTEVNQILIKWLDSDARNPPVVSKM
IL1B cytotox: HUVEC cytotoxicity counter-screen, IL-1B stimulated. HUVEC cell count loss, Hoechst imaging. cell count reduction, % at 2 µM. hit rate 0.41% among 94,000;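 active means cell count reduction more than 3 SD above the screen-wide mean, cut at about 70% in these data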;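 further: normalized per plate to untreated control cells as the no-loss baseline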
sEH inh: blocks human soluble epoxide hydrolase activity | P34913 | recombinant human sEH enzymatic activity assay | inhibition, % at 2 µM | hit rate 0.34% among 91,000; in the data active means inhibition above about 80%; further: values of inactives mirror those of a sister screen read the other way; many of its hits are not listed in these tables
TNFa cytotox: toxic to HUVEC cells under TNF alpha stimulation | HUVEC TNFalpha-stimulated, Hoechst cell count, imaging | hit rate 0.17% among 93,000 | cell count reduction, % at 2 µM | AID 848;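 active means cell count reduction exceeding the screen mean by over 5 SD, scaled to untreated wells per plate, cut at about 78% in these data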;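 further: cells counted after 24 h of TNF alpha exposure following the 1 h pretreatment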
Candida biofilm: kills Candida albicans biofilms; AID 834; inhibition, % at 6 µM; hit rate 0.14% among 85,000; C. albicans biofilm + clotrimazole, Alamar Blue;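 active means inhibition above 20%; inactive means inhibition below 20%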;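 further: preformed 24 hr biofilms exposed to compound for 48 hr; 0% = biofilm without compound and 100% = blank killed by clotrimazole plus chlorhexidine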
Starred values were filed as active, the others as inactive; · = not tested or not shown; [ ] = remark or other dose.

SMILES	F-actin modifier	VCAM1 TNFa inh	Smad3 inh	ERb coact inh	sEH activator	IL1B cytotox	sEH inh	TNFa cytotox	Candida biofilm
CCOC(=O)N1CCC(NC(=O)C2CCN(C(=O)N3CC(C)Oc4ccc(C)cc43)CC2)CC1 (stereo unspecified)	-1	-14	-11	-4	-33	20	32	2	0
COC(=O)C1=C(C)N(CCc2ccc(OC)c(OC)c2)C(=O)/C1=C\N(C)C	-6	14	6	-1	-3	-4	4	-11	5
CC1(C)Cc2ccccc2-c2nc3ccccc3c(=O)n21	-34	18	-1	0	14	-7	-13	-22	7
COc1ccc(-c2nc(CSCC(=O)NCCC3=CCCCC3)c(C)o2)cc1OC	-24	14	13	-12	-12	-5	12	-3	5
O=C(CS(=O)(=O)c1cn(Cc2ccc(Cl)cc2)c2ccccc12)N1CCCCC1	-11	4	-2	14	-3	-18	6	-11	5
CCC(C)(C)n1nnnc1CN(Cc1ccc(Cl)cc1)Cc1ccco1	9	-8	5	-23	-50	6	50	-10	4
CN(C)c1nc2n(c(=O)n1)CCS2	12	-14	6	-4[fluorescence artefact?]	9	-11	-11	-23	3
Cc1ccc(Cn2c(=O)c3c(nc4n3CCCN4Cc3ccccc3)n(C)c2=O)cc1	47	4	6	1	6	-17	-7	-14	2
Cc1cccc(C)c1OCc1nnc(SCC(=O)NCc2ccccc2)o1	-28	40	-3	-4	-9	-7	10	-5	0
O=C(CCCC(=O)OCC(=O)NC1CCCC1)Nc1ccccn1	-6	-4	5	-4[fluorescence artefact?]	-9	-6	7	-7	3
O=C(O)CSCc1ccc(C(=O)O)o1	·	-2	-2	1	-3	2	2	-64	4
Cc1cc(C)n(-c2nncn2/N=C/c2ccccc2F)n1	32	-1	3	-10[fluorescence artefact?]	8	-2	-8	-18	8
O=C(NCc1ccco1)C(c1ccco1)N(C(=O)Cn1nnc2ccccc21)c1ccc2c(c1)CCC2 (stereo unspecified)	-12	13	11	16[fluorescence artefact?]	-6	-20	6	0	-3
Cc1cccc(C(=O)Nc2nc(C)c(C(=O)Nc3ccc4c(c3)CCC4)s2)c1	·	-13	·	·	-23	11	21	25	·
COc1ccc(C)cc1S(=O)(=O)N(C)CC(=O)NC1CC1	-12	-6	-3	1	13	5	-16	2	·
CC(C)CCNC(=O)C1CC(c2cccc([N+](=O)[O-])c2)=NO1 (stereo unspecified)	11	11	·	·	-10	-4	11	-20	·
Cc1cc2nc(C)n(CCCNC(=O)Nc3ccc(C#N)cc3)c2cc1C	10	-2	-3	-3	-10	-19	9	-35	5
c1cc2nnnn2nc1N1CCCCCC1	2	16	8	-9	-6	3	11	-13	5
CN(C)S(=O)(=O)c1ccc(C(=O)Nc2ccnn2C2CCCCC2)cc1	·	1	1	-4	-16	-71	17	-35	5
Cc1nc(N2CCN(C)CC2)c2c(C)c(C(=O)Nc3ccc(C)c(F)c3)sc2n1	-7	6	3	-3	-3	-1	3	-18	1
CCc1cccc(CC)c1NC(=O)CN1CCN(c2ccccc2)CC1	-15	5	-10	2[fluorescence artefact?]	-8	-20	8	6	2
O=C(COC(=O)C1CCN(S(=O)(=O)c2cccs2)CC1)c1cc2ccccc2o1	·	·	2	27[fluorescence artefact?]	7	-9	-8	·	-2
Cc1ccc(-c2nnn(CC(=O)N(CC(=O)NCC3CCCO3)c3ccc(F)c(Cl)c3)n2)o1 (stereo unspecified)	11	-1	-10	-3	-1	-9	1	-23	8
Cc1nnc(NC(=O)CSc2nnc(-c3ccc(S(=O)(=O)N4CCCC4)cc3)n2C)s1	-1	3	-3	-8	5	11	-5	-8	8
CC(C)Sc1nc(N2CCOCC2)c2c3c(sc2n1)COC(C)(C)C3	-18	-37	·	·	-6	1	9	-21	·
CC(C)CC(OC(=O)c1cccs1)C(=O)NCc1cccs1 (stereo unspecified)	11	-48	-13	6	-8	-42	10	-35	5
CC(=O)Nc1ccc(-c2nnc(SCC(=O)Nc3ccc4c(c3)oc3ccccc34)n2C)cc1	-29	-2	0	25[fluorescence artefact?]	8	-3	-4	8	7
CN(C)/C=C/C=C1C(=O)CCCC1=O	4	18	8	49	-2	-14	1	-29	-2
CCCCNC(=O)CN1C(=O)C(CC)Oc2ccc(Cl)cc21 (stereo unspecified)	3	-1	13[fluorescence artefact?]	-3[fluorescence artefact?]	·	9	·	-16	8
CC(C)OC(=O)c1cccc(C(=O)OCc2ccco2)n1	-22	8	13	4[fluorescence artefact?]	-4	-12	5	11	9
Cc1ccccc1/[N+]([O-])=C/c1ccncc1	12	12	·	·	-6	-9	7	-34	·
COC(=O)c1ccc(C)c(NC(=O)CN(c2cc(OC)ccc2OC)S(C)(=O)=O)c1	25	3	-16	1[fluorescence artefact?]	-9	-35	9	-23	-2
CCOc1ccc(N2C(=O)CC(N3CCN(C4CCc5ccccc5C4)CC3)C2=O)cc1 (stereo unspecified)	3	17	-4	-2	-8	-11	8	0	3
Cc1ccc(CN(C)C(=O)C2CCCN2C(=O)c2cccs2)o1 (stereo unspecified)	-9	-2	5	-2	-7	-9	8	-29	4
CCCCSc1nnc([C@H](CC(C)C)NC(=O)OC(C)(C)C)o1	-15	-17	-3	-7	-8	-70	5	-15	2
OC(COc1cccc2ccccc12)CN1CCCC1 (stereo unspecified)	4	3	27[fluorescence artefact?]	24	0	-20	4	-8	7
O=C(CSc1ccc(Cl)cc1)Nc1ccc(NC(=O)c2ccco2)cc1	10	-5	·	·	-10	4	10	2	·
COc1cc(C2=Nc3c(c(C)nn3-c3ccccc3)P(=O)(N3CCOCC3)O2)cc(OC)c1OC (stereo unspecified)	-23	19	0	-1[fluorescence artefact?]	1	-18	-1	1	8
Cn1nnc2cc(C(=O)Nc3cccnc3)ccc21	-3	30	1	2	-4	-7	4	-7	4
Cc1cccc(NC(c2ccc(O)cc2)c2ccc3ccc(C)nc3c2O)n1 (stereo unspecified)	3	20	19[fluorescence artefact?]	50	2	-97	-3	-20	1
O=C(O)c1cccnc1Oc1ccccc1	-10	11	1	0	-6	6	8	8	7
COc1ccc2nc(NC(=O)CSc3nnnn3C3CCCCC3)sc2c1	-6	-5	3	-5[fluorescence artefact?]	-4	2	3	-27	9
CC(C)NS(=O)(=O)c1ccc(CCC(=O)Nc2ccc3c(c2)OCO3)cc1	3	13	-3	10	14	-8	-14	-6	-1
Nc1nc(CN2CCOCC2)cs1	5	8	5	10	2	-30	-4	-11	6
Cc1nn(-c2ccccc2)c2c1C1(C(=O)N(C)c3ccccc31)C(C#N)=C(N)O2 (stereo unspecified)	5	20	7	1	-10	-127	5	-10	8
O=C(N/N=C/c1ccc2cccc(OCc3ccccc3)c2n1)c1ccc(Br)cc1	-20	5	·	·	-4	·	4	-16	·
N#CCSc1nnc(CNc2cccc(Cl)c2)o1	-2	8	2	6	-1	9	-1	-12	7
Fc1ccccc1OCCCCCCN1CCCC1	24	13	·	·	6	-55	-6	10	·
CCN(c1ccccc1)S(=O)(=O)c1ccc(N)cc1	-10	-1	2	-1	1	8	-2	-11	6
O=C(NCc1ccccn1)C1CCCN(S(=O)(=O)c2ccc(Br)cc2)C1 (stereo unspecified)	9	26	-16	5[fluorescence artefact?]	0	-31	0	-6	-4
O=S(=O)(c1ccccc1)c1cnc(-c2cccnc2)nc1-c1ccc(Cl)cc1Cl	8	6	·	·	-8	-6	7	-3	·
COc1ccccc1-n1c(CNc2c(C)cccc2C)nnc1SCC(=O)N1CCOCC1	35	-10	-4	6	-2	-35	2	-29	4
CCCn1c(=N)n(CC(=O)O)c2ccccc21	5	6	2	-5[fluorescence artefact?]	1	1	1	5	6
Cc1cccc(NC(=O)C2CCN(S(=O)(=O)c3cccc4cccnc34)CC2)n1	9	-10	-2	-7	8	-86	-6	-5	0
CCOc1ccc(N2C(=O)/C(=C/c3cccs3)N(CC(=O)OC)C2=S)cc1	-1	7	·	·	8	5	-7	-5	·
O=C(O)CCC(=O)N1CC=C(c2ccccc2)CC1	-8	-1	8	-6[fluorescence artefact?]	-3	-104	2	-6	0
O=C(CN1CCC(n2nnc3cc(F)ccc32)CC1)Nc1ccccc1N1CCOCC1	-2	-20	5	-4	·	-10	·	-33	1
Clc1ccc(OCCn2cnc3ccccc32)cc1	-1	8	·	·	-1	-20	1	-5	·
COC(=O)[C@H](CC(C)C)NC(=O)NC1CCCCC1C (stereo partly specified)	-24	-11	-1	-7	3	6	-3	3	10
CC(=O)c1c(C)[nH]c(C(=O)NCCCN2CCCC2)c1C	6	10	·	·	·	-7	·	2	·
(listing goes on)
SMILES	F-actin modifier	VCAM1 TNFa inh	Smad3 inh	ERb coact inh	sEH activator	IL1B cytotox	sEH inh	TNFa cytotox	Candida biofilm
CC(C)(C)NC(=O)CN(C(=O)CNC(=O)c1cccs1)c1ccc2c(c1)OCCO2	16	8	·	·	-12	-29	13	-24	·
COc1ccc(-c2cc(-c3c(O)c(OC)c4occc4c3OC)[nH]n2)cc1OC	-3	-9	4	16[fluorescence artefact?]	-10	-73	10	-32	8
CCN1CCN(CCCNC(=O)C(NC(=O)C2CCC(C)CC2)C(C)C)CC1 (stereo unspecified)	6	-3	-6	-1[fluorescence artefact?]	-5	11	5	-17	8
Fc1ccc2nc3[nH]c4ccccc4c3nc2c1	-14	-13	-11	14[fluorescence artefact?]	2	4	-3	-3	2
COc1cccc2cc3c(=O)n(-c4ccccc4)nc-3oc12	-6	21	1	81*	-5	-12	9	-16	3
O=c1cc(-c2ccc(Cl)cc2)[nH][nH]1	0	21	16[fluorescence artefact?]	-5	11	-41	-8	-8	9
CC(C)Cc1nc2n[nH]c(N)c2c2c1CCC2	3	6	12	1[fluorescence artefact?]	·	-4	·	4	4
O=C1OC(c2ccccc2)/C(=C(/O)c2ccc(Cl)cc2)C1=O (stereo unspecified)	-23	16	5[fluorescence artefact?]	7	-1	10	3	9	-3
CCCN1C(=O)/C(=C/c2ccco2)SC1=Nc1ccc(OC)cc1	13	-5	·	·	-24	7	25	-23	·
COc1ccc(Cl)cc1C(=O)NCc1cn(C)nc1C	4	20	-10	-9	21	-8	-21	13	1
Cc1onc(-c2ccccc2Cl)c1C(=O)Oc1cc(N)n(S(=O)(=O)c2ccc(F)cc2)n1	11	-9	-8	0	3	-38	-4	0	1
C=CCN1C(=O)C(CC(=O)Nc2ccc(C)cc2)SC1=Nc1c(C)n(C)n(-c2ccccc2)c1=O (stereo unspecified)	8	15	16	-5	17	22	-17	-22	4
CCOC(=O)Cc1csc(NC(=O)CSc2nnc(C(C)C)n2CC)n1	9	-5	-8	12	-4	-32	2	-8	0
Cc1sc(NC(=O)CSc2nnc(CCNC(=O)c3cccs3)n2C)nc1-c1ccccc1	-21	-25	1	-1	7	-18	-6	-29	6
Cc1cccc(-n2c(SCCC(=O)O)nnc2-c2cccs2)c1C	-1	22	9	50*	·	5	·	-21	8
Cc1ccc(C(=O)NCCNC(=O)CN2CCOCC2)cc1	44	13	6	3	16	-26	-16	-23	9
Cc1oc(CSCC2CCCO2)cc1C(=O)O (stereo unspecified)	12	18	·	·	-1	-32	1	-3	·
CC(C)CCn1nnnc1C(C(C)C)N1CCC(C(N)=O)CC1 (stereo unspecified)	12	3	2	-23[fluorescence artefact?]	2	-24	-2	0	8

Complete entries, looked up by structure:
Cc1ccc(C(=O)NCCNC(=O)CN2CCOCC2)cc1 is listed as F-actin modifier: 44; VCAM1 TNFa inh: 13; Smad3 inh: 6; ERb coact inh: 3; sEH activator: 16; IL1B cytotox: -26; sEH inh: -16; TNFa cytotox: -23; Candida biofilm: 9
Cc1oc(CSCC2CCCO2)cc1C(=O)O (stereo unspecified) is listed as F-actin modifier: 12; VCAM1 TNFa inh: 18; Smad3 inh: ·; ERb coact inh: ·; sEH activator: -1; IL1B cytotox: -32; sEH inh: 1; TNFa cytotox: -3; Candida biofilm: ·

Compound activity as filed in PubChem BioAssay.

An excerpt, so the mix of outcomes need not match the whole.
